Screening data from PubChem BioAssay.
JMJD2A Tudor – JMJD2A Tudor domain (human) inhibition; O75164; AID 504339; actives 4.4% (n = 390,000); Potency, µM (top dose mostly 114 µM), without a hit: top-dose activity change, negative = inhibition, actives largely listed as inhibitors; AlphaScreen JMJD2A-Tudor / H3K4me3 peptide binding; note: potency is the fitted concentration of half-maximal effect; % is set by controls: 0 for no effect and ±100 for the full control effect; nearly all actives have a fitted effect of over 50% in size
BAZ2B inh – inhibitors of human BAZ2B bromodomain; Potency, µM (titrated, usually from 114 µM), inactives show top-dose activity change, negative = inhibition, hits mostly inhibitors; AlphaScreen BAZ2B-H3K14Ac peptide displacement; Q9UIF8; AID 504333; actives 4.4% (n = 360,000); note: potency is the fitted concentration of half-maximal effect; % is set by controls: 0 for no effect and ±100 for the full control effect; nearly all actives have a fitted effect of over 60% in size
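In this displacement format the biotinylated H3(5-23) peptide acetylated at Lys14 serves as ligand at 50 nM, with BAZ2B at 50 nM in PBS pH 7.4 containing 0.01% Tween-20. Donor and acceptor beads are 10 ug/mL final.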
Pin1 inhibitor – human Pin1 inhibition; Q13526; Pin1 FP peptide displacement, HiFluor488, 10 min; Potency, µM (highest dose often 115 µM), inactives show at the highest dose activity, negative = inhibition, usual class: inhibitors; actives 0.009% (n = 390,000); AID 504891; active = well fitted inhibition curve with a large enough effect in the polarisation, with a control signal flat, not every such curve was filed as active; inconclusive = small, poorly fitted or top-dose-only effect, or effect the other way, or a change in a side signal; inactive = no such curve, though single readings can be large or run the other way; the % refers to the polarisation; note: potency is the fitted concentration of half-maximal effect; % is set by controls: 0 for no effect and ±100 for the full control effect
Target sequence (Q13526 whole entry, looked up): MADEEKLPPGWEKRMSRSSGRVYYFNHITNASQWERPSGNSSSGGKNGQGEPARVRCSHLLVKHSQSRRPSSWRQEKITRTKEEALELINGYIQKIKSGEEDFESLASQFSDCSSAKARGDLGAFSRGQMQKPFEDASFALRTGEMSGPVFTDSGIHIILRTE
PGK inhibitor – T. brucei PGK inhibition | Potency, µM (doses to about 57.5 µM), without a hit: top-dose activity change, negative = inhibition, hits mostly inhibitors | AID 602233 | PGK/GAPDH coupled, Kinase-Glo luminescence, 60 min | actives 0.043% (n = 380,000); note: potency is the fitted concentration of half-maximal effect; % is set by controls: 0 for no effect and ±100 for the full control effect; nearly all actives have a fitted effect of over 60% in size
Target sequence (P07378 whole entry, looked up): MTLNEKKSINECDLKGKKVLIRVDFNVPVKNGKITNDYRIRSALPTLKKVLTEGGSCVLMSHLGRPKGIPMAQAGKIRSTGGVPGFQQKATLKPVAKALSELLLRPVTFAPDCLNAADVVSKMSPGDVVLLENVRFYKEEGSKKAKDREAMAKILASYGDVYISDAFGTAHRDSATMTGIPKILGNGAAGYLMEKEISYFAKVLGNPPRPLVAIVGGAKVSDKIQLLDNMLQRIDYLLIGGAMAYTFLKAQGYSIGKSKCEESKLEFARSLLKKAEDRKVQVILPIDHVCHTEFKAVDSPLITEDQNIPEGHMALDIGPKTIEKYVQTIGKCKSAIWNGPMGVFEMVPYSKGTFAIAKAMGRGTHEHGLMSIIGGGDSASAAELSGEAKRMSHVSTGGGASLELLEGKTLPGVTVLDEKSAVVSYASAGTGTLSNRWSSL
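Recombinant glycosomal PGK reaction used 1,3-bisphosphoglycerate generated in-well by GAPDH (100nM final) in 100mM TEA pH 7.6, 5mM MgCl2, 0.01% Tween-20. After 60 minutes at room temperature, ATP was read by Kinase-Glo Plus luminescence end-point.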
HP1b chromo inh – inhibitors of HP1-beta chromodomain binding to methylated histone tails; P83916; AlphaScreen HP1-beta / biotin-H3K9me3 peptide binding; actives 0.56% (n = 390,000); Potency, µM (titrated, usually from 114 µM), for the others: at the highest dose activity change, negative = inhibition, most hits filed as inhibitors; note: potency is the fitted concentration of half-maximal effect; nearly all actives have a fitted effect of over 70% in size; inactives centre near 23
Target sequence (P83916 whole entry, looked up): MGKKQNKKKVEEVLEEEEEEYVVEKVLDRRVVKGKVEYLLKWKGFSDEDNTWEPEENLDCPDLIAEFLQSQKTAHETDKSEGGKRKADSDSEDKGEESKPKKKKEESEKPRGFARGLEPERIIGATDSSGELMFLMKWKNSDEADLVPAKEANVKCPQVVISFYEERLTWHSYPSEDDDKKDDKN
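HP1-beta protein (50 nM final) preincubated 30 min at room temperature with biotinylated H3(1-18)K9me3 peptide (50 nM) in PBS pH 7.4, 0.01% Tween-20, then compound added for 30 min. AlphaScreen streptavidin donor/nickel chelate acceptor beads (10 ug/mL final), 30 min dark, luminescence read.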
PI4K2A inh – inhibitors of human PI4K2A; activity change, negative = inhibition, % at 76.9 µM; actives 0.13% (n = 420,000); Q9BTU6; purified PI4K2A, ADP-Glo luminescence, 1 h; hits give low values; in the data active = activity change below about -50%; inconclusive = mostly about -30% to -49%;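 note: -100% = wells without enzyme as full effect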
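In this quantitative HTS, ADP production by PI4K2A was quantified luminescently after 1 h at ambient temperature; 100 microM adenosine served as plate-quality control.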
POLH inh – inhibitors of human DNA polymerase eta; actives 1.2% (n = 390,000); Q9Y253; Potency, µM (series often up to 114 µM), inactives show top-dose activity change, negative = inhibition, hits mostly inhibitors; AID 588591; recombinant Pol eta, fluorescent DNA replication assay; note: potency is the fitted concentration of half-maximal effect; % is set by controls: 0 for no effect and ±100 for the full control effect
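Fluorescent replication assay: 50 nM final substrate added after a 15 min room-temperature compound preincubation with 10 nM enzyme. Signal taken at 0 min and again at 10 min.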
GLS inhibitor – inhibitors of human glutaminase (GLS); Potency, µM (doses to about 45.5 µM), for inactives: top-dose activity change, negative = inhibition, hits mostly inhibitors; O94925; AID 624170; GLS enzymatic activity, qHTS titration; actives 0.21% (n = 410,000); note: potency is the fitted concentration of half-maximal effect; % is set by controls: 0 for no effect and ±100 for the full control effect
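Two-point fluorescence kinetic (t0, 30 min RT) for hKGA; glutamate detected via glutamate oxidase–HRP–Amplex Red. Substrate: 1 mM L-glutamine solution; buffer 45 mM KH2PO4, pH 8.2.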
G9a inh – G9a (human) methyltransferase inhibition | AID 504332 | actives 8.8% (n = 350,000) | Potency, µM (highest dose often 102 µM), without a hit: at the highest dose activity, negative = inhibition, usual class: inhibitors | G9a H3K9 monomethylation, AlphaScreen, 2 h | Q96KQ7; note: potency is the fitted concentration of half-maximal effect; % is set by controls: 0 for no effect and ±100 for the full control effect; nearly all actives have a fitted effect of over 75% in size
Target sequence (Q96KQ7 913-1193 limits assumed): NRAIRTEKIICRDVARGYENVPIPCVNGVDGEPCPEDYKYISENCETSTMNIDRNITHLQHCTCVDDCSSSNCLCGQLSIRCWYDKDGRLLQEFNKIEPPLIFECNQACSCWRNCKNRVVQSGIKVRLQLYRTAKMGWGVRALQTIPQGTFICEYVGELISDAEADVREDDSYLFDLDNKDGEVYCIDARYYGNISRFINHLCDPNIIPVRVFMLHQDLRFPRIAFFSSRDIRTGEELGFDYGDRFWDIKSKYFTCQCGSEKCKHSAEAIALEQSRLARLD
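AlphaScreen read-out: biotin-H3K9 peptide (500 nM) methylation by 20 nM enzyme with 20 uM SAM, 2 h at room temperature after 15 min compound preincubation; anti-monomethyl H3K9 antibody plus donor/acceptor beads, 10 min dark.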
Starred values were filed as active, the others as inactive; i = inactive; ? = inconclusive; nt = no result given; & = joins results of further samples; [ ] = dose if it differs, or a comment. Unless noted, calls come from the whole dose curve; as a rule, active = well fitted curve in the direction sought with a large enough effect; inconclusive = small, poorly fitted or top-dose-only effect, or another doubt; inactive = no such curve, though single readings can be large; an effect the other way counts as inactive or inconclusive. These rows are one share of the data. The share of hits here may be higher or lower than overall.

SMILES	JMJD2A Tudor	BAZ2B inh	Pin1 inhibitor	PGK inhibitor	HP1b chromo inh	PI4K2A inh	POLH inh	GLS inhibitor	G9a inh
CCN(CC)S(=O)(=O)c1ccc(NC(=O)c2ccc(NS(C)(=O)=O)cc2)cc1	-14%	11%	1%	-7%	18%	-2	-9%	0%	17%[59 µM]
CCc1ccc(NC(=O)CSc2nc3ccccc3c(=O)n2CCN2CCOCC2)cc1	-24%	-13%	-12%	2%	11%	3	-27%	7%	5%[59 µM]
COC(=O)[C@@]1(Cc2ccc(F)cc2)[C@H]2c3cc(C(=O)N(C)C)n(CCc4ccccn4)c3C[C@H]2CN1C(=O)c1ccccc1	-14%	?	-5%	2%	21%	-1	-8%	0%	?
COc1ccccc1OCCCOc1c(Cl)cc(C)cc1Cl	81%[activator]	210%[activator]	-1%	0%	257%[activator]	1	?	9%	100%[activator][59 µM]
NC(=S)N/N=C/c1ccc2c(c1)OCCO2	-27%	-15%	-5%	4%	4%	-1	-3%	84%[activator]	-43%
Cn1c2ccccc2c2cc(C(=O)N3CCN(CCO)CC3)sc21	-13%	1%	1%	-7%	21%	0	-5%	16%	-33%[12.7 µM]
CC(C(=O)N1CCC(C(N)=O)CC1)N(c1ccc(Oc2ccccc2)cc1)S(C)(=O)=O (centres undefined)	-7%	8%	0%	-5%	12%	2	-3%	-2%	-5%[12.7 µM]
CCCS(=O)(=O)N1CCC(Cc2ccc(OC)cc2)(C(=O)OCC)CC1	-22%	-12%	-4%	-7%	32%	3	-4%	-4%	-10%[12.7 µM]
O=C(CCCc1ccccc1)NC1CC(=O)N(c2cccc(F)c2)C1 (centres undefined)	-2%	-15%	-2%	nt	54%[activator]	-6	nt	0%	4%[59 µM]
CCCNC(=O)C1CC(c2cccc(F)c2)=NO1 (centres undefined)	-10%	3%	0%	2%	22%	-4	-3%	5%	6%[12.7 µM]
COc1ccccc1C1C(C(=O)Nc2ccccc2)=C(C)Nc2nc(-c3ccccc3)nn21 (centres undefined)	-7%	2%	-5%	i	40%	1	-11%	-8%	-17%[59 µM]
O=C(CN1C(=O)c2cccc3cccc1c23)N1CCN(c2ccc(F)cc2)CC1	-26%	16%	2%	i	21%	2	7%	3%	-10%
CCS(=O)(=O)NCCc1csc(C)n1	-5%	9%	-13%	-9%	19%	0	3%	1%	-5%[59 µM]
COc1cc(-c2cc(OC)c(O)c(OC)c2)cc(OC)c1O	-30%	nt	-9%	i	?	-3	-13%	-4%	nt
COc1ccc(/C=C/C(=O)c2ccc([N+](=O)[O-])o2)cc1OC	-14%	2%	-3%	-9%	38%	-9	?	-13%	3%[12.7 µM]
COc1cc2cc(C[C@H](C)O)oc(=O)c2cc1OC	-13%	0%	-3%	2%	36%	0	-17%	-2%	8%[0.501 µM]
CCN(CC)CCNC(=O)c1ccc(NC(=O)c2c(C)nn(-c3ccc(F)cc3)c2Cl)cc1	-17%	3%	-9%	0%	11%	-8	-20%	3%	?
CCC(c1nnc(SCC(=O)N2CC3(C)CC2CC(C)(C)C3)o1)N(C)C (centres undefined)	-4%	nt	-11%	5%	20%	-20	-2%	24%	-18%[59 µM]
Cc1[nH]c2ccccc2c1N=Nc1cccc(C(=O)O)c1	-26%	?	-5%	i	-8%	-5	-12%	22%	-17%
NC(=O)C1CCN(c2nc(-c3ccccc3C(F)(F)F)cs2)CC1	79µM*	-37%	0%	10%	11%	-4	5%	7%	-10%[12.7 µM]
COc1ccc(C2(NC(C)=O)CCN(Cc3cccnc3)CC2)cc1	-31%	8%	-1%	-1%	34%	3	-6%	-4%	nt
Cc1ccc(-c2[nH]c3ccccc3c2SCCN)cc1	?	?	-2%	-7%	-7%	-3	-27%	10%	-37%
CC1CN(c2ccccn2)C(C)CN1C(=S)Nc1ccccc1 (centres undefined)	-15%	nt	-4%	-10%	24%	8	-13%	6%	nt
O=C(NCCc1cn2ccccc2n1)C1CCCCC1	-8%	1%	-2%	7%	31%	0	-8%	16%	?
COc1ccccc1CNC(=O)C1CCN(c2nc3ccc(C)cc3[nH]2)CC1	-18%	-4%	-3%	8%	17%[57 µM]	-1	-10%	6%	1%[59 µM]

(more compounds)
SMILES	JMJD2A Tudor	BAZ2B inh	Pin1 inhibitor	PGK inhibitor	HP1b chromo inh	PI4K2A inh	POLH inh	GLS inhibitor	G9a inh
COc1cccc(-n2c(SCC(=O)Nc3cccc(C)c3)nc3c([nH]c4ccccc43)c2=O)c1	-13%	-3%	9%	0%	20%[57 µM]	-2	-17%	3%	6%[59 µM]
Cc1c(/C(O)=C2\C(=O)C(=O)N(CCN(C)C)C2c2ccco2)cnn1-c1ccccc1 (centres undefined)	12%	-5%	-7%	2%	19%	5	3%	nt	?
O=C(COc1ncnc2sccc12)N1CCN(S(=O)(=O)c2ccc(Cl)cc2)CC1	-18%[11.4 µM]	-24%	44%[activator]	-9%	35%	-10	-6%	-6%	-48%[59 µM]
Cc1nnc(SCCC(=O)Nc2ccc(F)cc2)s1	0%	-5%	-6%	-1%	21%	5	-1%	-6%	-26%[59 µM]
Cn1cc(CN2CCN(Cc3ccccc3)CC2)c(-c2cccc(Cl)c2)n1	-15%	-16%	5%	i	8%[57 µM]	-1	-18%	4%	-40%
CC(=O)Nc1ccc(NC(=O)CSc2nnnn2-c2ccc3c(c2)OCCO3)cc1	-24%	3%	89%[activator]	i	30%	-6	15%	8%	10%
O=C(O)CC(C(=O)N(c1ccccc1)c1ccccc1)N1CCOCC1 (centres undefined)	?	-25%	-3%	-1%	9%	-6	-14%	-6%	-6%[59 µM]
Cc1ccc(CN2CCSc3ccc(C(=O)NCCCN4CCN(C)CC4)cc32)cc1	?	?	-5%	-2%	-7%	0	-20%	20%	?
O=C(Nc1cccc(Cl)c1)c1nc[nH]c1C(=O)N1CCN(c2ccccc2)CC1	-18%	?	59%[activator]	i	48%[activator]	-5	-8%	1%	-5%[0.501 µM]
Cc1nc(-c2ccc(S(=O)(=O)Nc3cccc(Cl)c3)cc2)co1	-14%	-11%[57.1 µM]	2%	-7%	37%	-3	-9%	1%	?
O=C(Nc1c(C(=O)O)[nH]c2ccc(F)cc12)c1cccc(C(F)(F)F)c1	79µM*	-38%	5%	i	?	-3	-19%	-15%	?
Cc1cccc(OCc2nnc(SCC(=O)N3CC(=O)Nc4ccccc43)o2)c1	-5%	-2%	4%	8%	45%[activator]	1	-9%	3%	?
Cc1cccc(C)c1-n1c(C)cc(/C=N/NC(=O)CSc2ncccn2)c1C	50µM*	45µM*	?	i	?	-1	-15%	6%	17%[59 µM]
Cc1ccc(NC(=O)CN2C(=O)C(C)(C)c3ccccc32)cc1	1%	0%	1%	8%	31%[57 µM]	1	-6%	0%	0%[59 µM]
O=C(NNC(=O)c1cccs1)c1ccccc1	2%	-11%	-7%	-2%	49%[activator]	7	-6%	2%	5%
C=CCN(c1ccc(Cl)cc1)S(=O)(=O)c1cccc(C(=O)O)c1	-2%	nt	1%	6%	43%	-3	3%	10%	-29%
CC(C)(C)n1nnnc1C(c1cccnc1)N1CCN(c2ccccc2F)CC1 (centres undefined)	-8%	1%	4%	i	32%	2	-2%	8%	-3%[59 µM]
Cc1cccc2nc(CSc3nc4ccc([N+](=O)[O-])cc4[nH]3)cn12	?	-26%	?	-9%	-6%	48	?	-11%	?
CC(=O)c1ccc(NC(=O)c2cn(C)c(=O)c3ccccc23)cc1	-15%	-2%	1%	-3%&-7%	13%	-2&-1	-6%&-6%	9%&0%	-2%[59 µM]
O=C(O)CC1(CC(=O)Nc2cc(F)ccc2Cl)CCCCC1	1%	1%	8%	-6%	35%	-3	-19%	3%	1%
O=C(c1nc(-c2ccc(Cl)cc2)n2c1CCCCC2)N1CCN(c2ccc(F)cc2)CC1	40µM*	40µM*	5%	-5%	?	-11	-21%	13%	?
O=C(N/N=C/c1ccco1)c1ccccc1OCc1ccc(Br)cc1	-26%	-33%	5%	-2%	27%	-2	-7%	6%	0%
O=C(Nc1ccccc1Cl)c1ccc(-c2ccccn2)s1	-5%	7%	0%	7%	22%	-2	-1%	9%	9%
CCCCNC(=O)Cc1c(OC)ccc2cc(Br)ccc12	4%[57.1 µM]	1%	2%	i	56%[activator]	0	-19%	-13%	10%[59 µM]
CC(C)(O)c1cn(-c2nonc2N)nn1	-7%	4%	3%	-10%	6%	-7	0%	4%	4%
Oc1c(C(c2cccs2)N2CCN(c3ccccc3)CC2)sc2ncnn12 (centres undefined)	-24%	4%	-8%	-2%	27%	-4	-18%	26%	13%[59 µM]
O=C(CO/N=C/c1ccccc1)Nc1c(F)c(F)c(F)c(F)c1F	0%	8%	-2%	i	37%	-1	0%	?	15%
Cc1cccc(CS(=O)(=O)Cc2ccc(C(=O)NCCc3ccccc3)o2)c1	-33%&-16%	-2%&6%	1%&-6%	-1%&-6%	-4%&62%	-5&1	0%&-17%	12%&1%	37%&28%[activator][59 µM]
COc1ccc(C2=NN(c3nc(-c4ccc(CNC(C)=O)cc4)cs3)C(c3ccco3)C2)cc1 (centres undefined)	-23%	-20%	?	-9%	37%	-3	-10%	11%	?
Cc1cc(C)cc(OCCSc2nc(-c3cccs3)nc3cc(=O)[nH]n23)c1	-15%	?	7%	-12%	?	1	-29%	-4%	47%[activator][59 µM]

Arranged by count of non-hydrogen atoms (falling): some entries from above
SMILES	JMJD2A Tudor	BAZ2B inh	Pin1 inhibitor	PGK inhibitor	HP1b chromo inh	PI4K2A inh	POLH inh	GLS inhibitor	G9a inh
Cc1cccc(OCc2nnc(SCC(=O)N3CC(=O)Nc4ccccc43)o2)c1	-5%	-2%	4%	8%	45%[activator]	1	-9%	3%	?
Cc1cccc(C)c1-n1c(C)cc(/C=N/NC(=O)CSc2ncccn2)c1C	50µM*	45µM*	?	i	?	-1	-15%	6%	17%[59 µM]
CC(C)(O)c1cn(-c2nonc2N)nn1	-7%	4%	3%	-10%	6%	-7	0%	4%	4%
